H9c2 TAG inh: reduces triacylglycerol accumulation in H9c2 cells. Nile Red lipid (TAG) fluorescence; cells loaded with 200 µM oleic acid. inhibition, % at 12.5 µM. 230,000 compounds, 0.66% hits. AID 651582;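 active means pattern-corrected inhibition of lipid staining of at least 50% with the nuclear-stain viability signal not falling by more than 50%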;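 further: 0% = DMSO wells and 100% = triacsin C control wells; some results filed as inactive read as strong as hits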
H9c2 TAG inh DAPI viability: recorded beside H9c2 TAG inh, whose call it bears; DAPI nuclei signal change (viability), lower = more cytotoxic, %;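 whole-well DAPI fluorescence read on a plate reader as a viability signal; minus 50 percent equals half of cells still viable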
Numbers without * were called inactive.

SMILES	H9c2 TAG inh	H9c2 TAG inh DAPI viability
COc1ccc(C)cc1NC(=O)COC(=O)CCC(=O)c1cccs1	-6	5
C=CCc1cccc(OC)c1OCCOCCNCCO	-5	7
Cc1ccc(C(=O)/C=C/Nc2ccc(S(=O)(=O)Nc3cc(C)nc(C)n3)cc2)cc1	0	4
O=C(CCC1CCCN(C(=O)c2ccc(F)c(F)c2)C1)N1CCN(c2ccccn2)CC1 (configuration not stated)	-11	1
CCCn1c(SCC(N)=O)nnc1C(C)C	12	-10
O=S(=O)(Nc1ccccc1N1CCOCC1)c1ccccc1C(F)(F)F	-28	8
Nc1ccc(Oc2ccc3c(c2)OCO3)cc1	6	9
Cc1ccccc1NC(=O)Cc1nc(COC(=O)CNS(=O)(=O)c2cccc(Br)c2)cs1	3	-10
Fc1cccc(NC(=S)NCCN2CCOCC2)c1	4	4
CCOC(=O)CNC(=O)CSc1nc2cccnc2n1CC	-16	4
C=CCN1C=C2C(=O)C(C)(OC(=O)c3cnc4ccccc4n3)C(=O)C=C2C=C1/C=C/COC (configuration not stated)	3	2
COc1ccc(NC(=O)CN2CCC(n3c(C)nc4cc(F)ccc43)CC2)c(OC)c1	-32	14
CC(=O)NC1C(=O)N=C(SCC(=O)Nc2c(C)cccc2C)NC1=O (configuration not stated)	4	-8
COc1cc(C(=O)NCCc2cn3ccccc3n2)cc(OC)c1OC	9	-12
Oc1cc2c(cc1C(c1ccc(Cl)c(Cl)c1)N1CCCC1)OCO2 (configuration not stated)	4	1
CCOC(=O)COc1c(Br)cc(/C=C2\SC(=O)N(CC(=O)N3CCCC3)C2=O)cc1OC	-7	8
Cc1ccccc1-n1c(SCc2c(C)noc2C)nnc1-c1cccnc1	7	-4
COc1ccc(CCNC(=O)C2CCN(Cc3nc(-c4ccc(Cl)cc4)oc3C)CC2)cc1OC	16	-6
Cc1c(C(=O)OCC(=O)NCC2CCCO2)cccc1[N+](=O)[O-] (configuration not stated)	-11	3
Cc1ccc(-n2[nH]c(C)c(/C=N/c3cccc(C)n3)c2=O)cc1	13	-11

Given with two lines to a compound: entries from further up.
Values run as follows: H9c2 TAG inh, H9c2 TAG inh DAPI viability
- Cc1ccc(C(=O)/C=C/Nc2ccc(S(=O)(=O)Nc3cc(C)nc(C)n3)cc2)cc1
  0, 4
- O=C(CCC1CCCN(C(=O)c2ccc(F)c(F)c2)C1)N1CCN(c2ccccn2)CC1 (configuration not stated)
  -11, 1
- COc1ccc(CCNC(=O)C2CCN(Cc3nc(-c4ccc(Cl)cc4)oc3C)CC2)cc1OC
  16, -6
- Oc1cc2c(cc1C(c1ccc(Cl)c(Cl)c1)N1CCCC1)OCO2 (configuration not stated)
  4, 1
- CCOC(=O)COc1c(Br)cc(/C=C2\SC(=O)N(CC(=O)N3CCCC3)C2=O)cc1OC
  -7, 8
- CCCn1c(SCC(N)=O)nnc1C(C)C
  12, -10

Following part:
SMILES	H9c2 TAG inh	H9c2 TAG inh DAPI viability
O=C(Nc1nnc(-c2cccs2)o1)c1ccc(S(=O)(=O)N2CCOCC2)cc1	3	-7
Nc1ncnc2c1ncn2[C@@H]1O[C@H](CO)[C@@H](O)[C@H]1O	13	5
CC(=O)C1C(c2ccc(Cl)cc2)c2c(n[nH]c2C)CC1(C)O (configuration not stated)	12	-22
Cc1noc2ncnc(Oc3ccccc3)c12	-1	-5
CCCCN1CC(=O)N2[C@H]3c4cc(C)ccc4OC[C@@H]3[C@H](C(=O)OCC)[C@]2(C)C1=O	5	-1
COc1ccc(N2C(=O)CC(Nc3cccc(C(C)=O)c3)C2=O)cc1OC (configuration not stated)	5	-4
COc1ccc(C(=O)NC2CC(C)(C)Cc3c2cnn3-c2ccccc2C)c(OC)c1OC (configuration not stated)	-24	13
O=C(NC(c1ccc(-c2ccccc2)cc1)c1cnccn1)C1CCN(Cc2cccs2)CC1 (configuration not stated)	-14	5
Cc1nc2c(OCc3cc(Cl)cc(Cl)c3)cccn2c1N(C)C(=O)CCC1CCCC1	5	1
C=CCn1c(SCCN2C(=O)c3ccccc3C2=O)nc2scc(-c3ccc(F)cc3)c2c1=O	-2	-4
Nn1cnnc1N/N=C/c1cc([N+](=O)[O-])c(Cl)cc1Cl	2	17
CC(C)(C)c1ccc(S(=O)(=O)Nc2ccc3c(c2)COC3=O)cc1	15	-17
COc1ccc(C(=O)NC(C)c2ccc(-n3ccnc3)cc2)cc1S(=O)(=O)N1CCOCC1 (configuration not stated)	-10	3
O=C(c1ccc(Cl)c(S(=O)(=O)N2CCCCCC2)c1)N1CCCC1	5	0
O=c1c2cccnc2[nH]c(=S)n1CCC1=CCCCC1	0	1
O=C(Nc1cccc([N+](=O)[O-])c1)c1ccc([N+](=O)[O-])o1	86	-95
CC(=O)Nc1sc2c(c1C(c1ccccn1)N1CCN(C)CC1)CCCC2 (configuration not stated)	2	7
Cc1nc(-c2ccc(C(=O)Nc3cc(S(N)(=O)=O)ccc3C)cc2)cs1	-1	4
Cc1ccc(S(=O)(=O)N2CCC[C@H]2C(=O)Nc2ccccc2C)cc1	-11	-6
C=CCN1C(=O)c2ccc(C(=O)NCCc3ccc(OC)c(OC)c3)cc2C1=O	-11	3
CC1(C)CC(=O)C=C(c2cccc(O)c2)C1=O	2	7
CC1=C(C(N)=O)C(c2ccccn2)n2nc(-c3ccccc3Cl)nc2N1 (configuration not stated)	-3	1
CCCN1CCN(C(=O)c2ccc(CS(=O)c3ccc(Br)cc3)o2)CC1 (configuration not stated)	6	-2
CN(Cc1ccccc1)C(=O)c1ccc(NC(=O)c2ccccc2)cc1	-13	-1
CCCCC1=CC2=C(c3ccco3)C(=O)C(C)(OC(=O)c3ccc(OC)cc3)C(=O)C2=CN1CCN1CCOCC1 (configuration not stated)	6	-2
O=c1cc(O)c2ccccc2[nH]1	5	-4
CC(Oc1nc2c(c(=O)n(C)c(=O)n2C)n1C)C1CCCCC1 (configuration not stated)	-16	-1
O=C(CCCOc1ccccc1)NNC(=O)c1ccncc1	-4	1
COC(=O)COc1cccc(NC(=O)c2cccs2)c1	2	-4
CCN(CC)CCn1c(=S)[nH]c2ccc(Br)cc2c1=O	-24	27
COC(=O)CCC(=O)NNC(=O)c1ccc(Br)cc1	-24	9
O=c1cc(CSc2n[nH]c(=O)n2C2CC2)c2ccc(O)cc2o1	-2	-6
CC(=O)Nc1ccc(NC(=O)c2ccc(S(=O)(=O)N3CCCCCC3)cc2)cc1	19	13
O=C(COc1ccccc1Cc1ccccc1)Nc1cccc(S(=O)(=O)N2CCOCC2)c1	1	-3
CC(=O)Nc1ccc(OCC(=O)NCc2ccc(C)cc2)cc1	20	-18
O=C(NC1CC1)c1cc(OCC(F)(F)F)ccc1OCC(F)(F)F	1	-9
O=C(Nc1sc2c(c1C(=O)O)CCCCC2)c1cccs1	11	2
COc1ccc(NC(=O)CSc2nnc3ccc(-c4ccncc4)nn23)cc1	2	1
COc1cc(CNCCO)cc(Cl)c1OCc1ccc(Cl)cc1Cl	27	9
COc1ccc([C@H]2CC(=O)C=C(c3c(C)cc(C)cc3C)C2)cc1	-16	-1

Quoted at random: 5 records from the list
SMILES	H9c2 TAG inh	H9c2 TAG inh DAPI viability
O=C(Nc1sc2c(c1C(=O)O)CCCCC2)c1cccs1	11	2
COc1cc(CNCCO)cc(Cl)c1OCc1ccc(Cl)cc1Cl	27	9
CCN(CC)CCn1c(=S)[nH]c2ccc(Br)cc2c1=O	-24	27
CC(Oc1nc2c(c(=O)n(C)c(=O)n2C)n1C)C1CCCCC1 (configuration not stated)	-16	-1
CCCCC1=CC2=C(c3ccco3)C(=O)C(C)(OC(=O)c3ccc(OC)cc3)C(=O)C2=CN1CCN1CCOCC1 (configuration not stated)	6	-2

(next part)
SMILES	H9c2 TAG inh	H9c2 TAG inh DAPI viability
Cc1ccc(S(=O)(=O)N2C/C=C\CN(S(=O)(=O)c3ccccc3Br)CC2)cc1	-21	-3
OCCC1CN(Cc2cccc(F)c2F)CCN1CCc1ccccc1 (configuration not stated)	11	-6
CC[C@@]1(C(=O)OC)N[C@H](CN(C)C(=O)COC)[C@@H]2C(=O)N(Cc3ccccc3)C(=O)[C@@H]21	-2	2
O=C(CCc1ccc(S(=O)(=O)N2CCCCC2)cc1)c1nnc(-c2ccccc2)o1	-8	0
Cn1c(=O)n(C)c2cc(NS(=O)(=O)c3cccs3)ccc21	11	3
CC(C)c1nc(C#N)c(NN)o1	-16	-1
CCC(C)N(C(=O)CSc1nnnn1-c1ccccc1OC)C1CCS(=O)(=O)C1 (configuration not stated)	-14	2
O=C(OCCCc1cc2ccccc2c(=O)o1)c1ccccc1C(F)(F)F	1	2
O=C(NNS(=O)(=O)c1ccccc1)c1ccccc1-n1cccc1	-20	2
Cc1ccc(C)c(N2CCN(C(=O)CCS(=O)(=O)c3cccc4nonc34)CC2)c1	9	0
Cc1cccc(-c2nc(NCCCN(C)C)c3ccccc3n2)c1	20	2
COC(=O)c1ccc(NC(=O)CSc2nc3cccnc3n2C)cc1	-22	-8
c1ccc(Nc2ncnc3[nH]ncc23)cc1	11	6
Cc1ccc(SCC(=O)OCC(=O)N(CCC#N)c2ccccc2)cc1C	-16	1
C[C@H](O)[C@@H]1C(=O)N2CCc3ccc(N4CCN(C)CC4)cc3[C@@H]2C[C@@H]1N(C)C(=O)c1ccc(C#N)cc1	7	-4
Cc1cc(C(=O)N2CCCC2(C)C(=O)NCC(C)C)nn1C(C)(C)C (configuration not stated)	-6	10
CC(=O)Nc1cc(-c2cccnc2)cn2c(-c3ccc(F)cc3)cnc12	31	-33
Cc1cc(C)cc(C(=O)NC(CC(N)=O)c2ccc(N3CCN(c4ccccn4)CC3)c([N+](=O)[O-])c2)c1 (configuration not stated)	-19	5
O=C(NCCC1=CCCCC1)c1cccc2c1C(=O)N(C1CCCCC1)C2	-1	-9
Cc1cccnc1C(NC(=O)C1CCN(CCOc2ccc(Cl)cc2Cl)CC1)c1ccc(Cl)cc1 (configuration not stated)	-7	0

In a second layout: 2 of the compounds above.
CC(Oc1nc2c(c(=O)n(C)c(=O)n2C)n1C)C1CCCCC1 (configuration not stated)
  H9c2 TAG inh: -16
  H9c2 TAG inh DAPI viability: -1

CCOC(=O)CNC(=O)CSc1nc2cccnc2n1CC
  H9c2 TAG inh: -16
  H9c2 TAG inh DAPI viability: 4

Continuation.
SMILES	H9c2 TAG inh	H9c2 TAG inh DAPI viability
CCc1ccc(C(=O)NNc2ccccc2F)cc1	1	-7
CC(=O)NC(=O)NC1OC(=O)C(Cl)=C1Cl (configuration not stated)	13	-5
CCN(CC(=O)N1CCC(C(N)=O)CC1)S(=O)(=O)c1ccc(Cl)cc1	4	9
Cc1nc(SCC(=O)N2CCN(c3ccccn3)CC2)c(C#N)c(C)c1C	19	-7
COc1ccc(SC[C@H](Cc2ccccc2)N2CC[C@@H](O)CCC2=O)cc1	-17	5
Cc1cccc2c(=O)n(C(=O)c3ccccc3)c(N)nc12	-11	2
COc1ccc(OC)c(S(=O)(=O)N(C(C)=O)c2ccc3oc(=O)sc3c2)c1	16	-2
CCCCc1c(O)nc(SCC(=O)Nc2ccc3c(c2)CCC3)[nH]c1=O	-5	13
CC(=O)Oc1ccc(/C=N/NC(=O)C2CCCN2S(=O)(=O)c2ccc(Cl)cc2)cc1 (configuration not stated)	-6	1
Cc1nc([N+](=O)[O-])c(N2CCN(Cc3ccccc3)CC2)n1Cc1ccccc1	11	-8
CCOC(=O)c1ccc(N2C(=O)CC(SCC(N)C(=O)OCC)C2=O)cc1 (configuration not stated)	-25	2

Screening results: PubChem BioAssay, Sanford-Burnham Center for Chemical Genomics

The list is partial, so the mix of outcomes need not match the whole.
